CHRM5 antagonist: CHRM5 antagonism in calcium assay; CHO-hM5 cells, Fluo-8 calcium fluorescence, ACh EC80; inhibition, % at 3 µM; 0.59% of 360,000 active; AID 624040;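 active means inhibition above a per-plate cutoff, the mean of that plate's test compounds plus 3 SD, cut at about 27% in these data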;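 further: 0% = acetylcholine EC80 with DMSO and 100% = DMSO without agonist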
Target sequence (P08912 whole entry, looked up): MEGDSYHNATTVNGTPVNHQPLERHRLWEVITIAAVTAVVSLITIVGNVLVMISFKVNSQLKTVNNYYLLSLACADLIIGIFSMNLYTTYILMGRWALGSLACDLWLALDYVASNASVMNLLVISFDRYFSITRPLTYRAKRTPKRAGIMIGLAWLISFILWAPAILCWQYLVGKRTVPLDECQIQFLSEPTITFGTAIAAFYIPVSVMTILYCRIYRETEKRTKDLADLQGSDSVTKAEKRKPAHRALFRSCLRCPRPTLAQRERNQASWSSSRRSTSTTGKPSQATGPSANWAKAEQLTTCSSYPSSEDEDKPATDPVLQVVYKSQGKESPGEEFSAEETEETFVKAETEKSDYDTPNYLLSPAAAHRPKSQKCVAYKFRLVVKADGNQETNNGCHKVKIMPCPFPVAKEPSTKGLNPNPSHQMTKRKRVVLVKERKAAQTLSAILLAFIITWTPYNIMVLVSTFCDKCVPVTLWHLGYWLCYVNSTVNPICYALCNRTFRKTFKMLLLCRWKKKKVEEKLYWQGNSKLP
CHRM4 PAM: potentiates acetylcholine response at human M4 receptor; 0.4% of 360,000 active; activation, % at 3 µM; AID 624126; P08173; CHO-K1 hM4/Gqi5, Fluo-8 calcium fluorescence, ACh EC20; 0% = ACh EC20, 100% = maximal ACh;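 active means activation above its plate's cutoff, the mean activation of sample wells plus 3 SD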; further: some results filed as inactive read as strong as hits
Target sequence (P08173 whole entry, looked up): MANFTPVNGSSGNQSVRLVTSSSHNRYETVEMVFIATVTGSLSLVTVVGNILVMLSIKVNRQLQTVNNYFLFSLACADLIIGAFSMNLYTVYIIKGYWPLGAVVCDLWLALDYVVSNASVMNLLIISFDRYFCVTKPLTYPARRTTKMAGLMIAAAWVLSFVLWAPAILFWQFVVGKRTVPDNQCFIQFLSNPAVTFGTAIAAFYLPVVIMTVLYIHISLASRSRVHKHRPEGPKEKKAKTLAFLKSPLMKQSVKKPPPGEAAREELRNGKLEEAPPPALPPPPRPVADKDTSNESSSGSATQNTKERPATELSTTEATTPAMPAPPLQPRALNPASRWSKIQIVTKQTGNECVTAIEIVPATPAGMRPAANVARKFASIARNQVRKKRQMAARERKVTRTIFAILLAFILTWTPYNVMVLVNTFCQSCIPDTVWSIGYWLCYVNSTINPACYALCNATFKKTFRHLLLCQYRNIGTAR
CHRM5 agonist: agonists of human muscarinic M5 receptor (CHRM5). P08912. CHO-K1 hM5 cells, Fluo-8 calcium fluorescence; 0% DMSO wells, 100% maximal acetylcholine response. activation, % at 3 µM. 0.19% of 360,000 active;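 active means activation above the run's mean over test compounds plus 3 SD, cut at about 23% in these data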;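 further: signal is peak over basal fluorescence ratio across the kinetic read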
M5 PAM: CHRM5 positive allosteric modulation. P08912. CHO-K1 hM5, Fluo-8 calcium, ACh EC20 PAM; 0% = ACh EC20, 100% = ACh EC100. activation, % at 3 µM. 0.3% of 360,000 active. AID 624038;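 active means activation above the run cutoff, the mean activation of all test compounds plus 3 SD, cut at about 18% in these data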
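System: CHO-K1 hM5 cells. Reagent: acetylcholine, EC20 level. Compound dosing: single dose, 3 µM nominal final test concentration. Timing: Post-acetylcholine fluorescence recording 140 s. Detection: Fluo-8 calcium fluorescence. Read-out: % activation, ACh-normalized. Benchmarks: ACh EC20 and EC100 wells. Repeats: singlicate, one well per test compound.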
TAAR1 antagonist: human TAAR1 antagonism; Q96RJ0; CHO RD-HGA16 TAAR1, Fluo-8 calcium fluorescence, antagonist; inhibition, % at 3 µM; 1.5% of 360,000 active; AID 624466;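 active means inhibition above a per-plate cutoff, the mean inhibition of test compounds on that plate plus 3 SD, cut at about 49% in these data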;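 further: 0% = DMSO plus EC80 beta-PEA response and 100% = DMSO alone without agonist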
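System: CHO RD-HGA16 cells bearing hTAAR1. Reagent: EC80 β-phenethylamine stimulus. Schedule: seeding 17-24 h prior, 75-min 37 °C, 30-min RT dye loading. Signal: Fluo-8 intracellular calcium dye fluorescence, real-time kinetic reads. Read-out: % inhibition from peak post-agonist over basal fluorescence ratio. Benchmarks: vehicle wells and EC80 agonist wells. Replicates: n of 1.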
CRFR2-BP ag: CRF-BP/CRF-R2 complex agonism. HEK293 CRF-R2/CRF-BP, calcium dye fluorescence (FLIPR); percent of saturating CRF peptide response. activation, % at 13.2 µM. 0.46% of 350,000 active. AID 588473;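 active means activation of at least 50%, plus an integration ratio under a set limit after plate pattern correction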;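 further: plate controls were neutral control wells without compound for no effect and CRF at EC100 for full effect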
CRFBP-R2 block: CRF-BP/CRF-R2 complex antagonism; AID 588475; inhibition, % at 11.8 µM; HEK293 CRF-R2/CRF-BP, CRF-induced calcium fluorescence; 0.59% of 350,000 active;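 active means inhibition of the ligand-induced calcium signal above about 50% at the single tested concentration, limit read from the data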
M1 PAM parental: nonselective activator or artifact in parental CHO-K1 calcium assay | ATP EC20, Fluo-8 calcium fluorescence; 0% at ATP EC20, 100% at ATP max | activation, % at 3 µM | 0.02% of 360,000 active;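 active means activation above the run cutoff, the mean activation of all test compounds plus 3 SD, cut at about 40% in these data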;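 further: peak over basal fluorescence ratio in a 140 s read after ATP addition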
TAAR1 ag: agonists of human TAAR1; Q96RJ0; CHO RD-HGA16 TAAR1, Fluo-8 calcium fluorescence; vehicle wells 0%, saturating PEA agonist 100%; activation, % at 3 µM; 0.99% of 360,000 active; AID 624467;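 active means activation above the mean activation of all test compounds in the run plus 3 SD, cut at about 38% in these data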
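System: CHO-derived RD-HGA16 cells with stable Gα16 and human TAAR1. Times: 17-24 h plating, Fluo-8 75 min 37 °C, 30 min RT. Measured by: calcium-sensitive Fluo-8 signal, excitation 470-495, emission 515-575 nm. Read-out basis: % activation relative to PEA EC100 response. Control set: DMSO and PEA EC100. Repeats: no replicates (n 1).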
Active calls of the source: *; . = no result given.

Values run as follows: CHRM5 antagonist, CHRM4 PAM, CHRM5 agonist, M5 PAM, TAAR1 antagonist, CRFR2-BP ag, CRFBP-R2 block, M1 PAM parental, TAAR1 ag
Cc1ccc(C2CC(=O)NC(SCCC(C)C)=C2C#N)cc1 (stereo not drawn)
    4.2, -4.8, -4.4, -10.9, 26.7, 0.1, 11.4, 6.4, 0.9
COc1ccc(OC)c(NC(=O)CSc2nnc(CNC(=O)c3ccco3)o2)c1
    -12.4, -3.8, -1.9, 9.2, 3.0, -2.6, 6.5, 6.0, 2.6
COC(=O)c1cc(Nc2cc(C)c3ccc(O)cc3n2)cc(C(=O)OC)c1
    8.2, -14.0, 13.7, -16.4, 23.3, -3.6, -5.1, -13.5, 1.5
COc1ccccc1NC(=O)c1ccc(NC2=NC3CS(=O)(=O)CC3S2)cc1 (stereo not drawn)
    -4.6, 7.6, 2.3, 2.2, -1.2, 14.3, -23.5, 23.9, 2.5
CC(C)(C)C(=O)Nc1ccccc1N1CCN(C(=O)c2ccc(Cl)cc2)CC1
    0.6, -0.6, 1.2, -4.0, -28.0, 0.5, -16.1, 10.2, 1.8
Cc1ccc([C@H]2N[C@]3(CCCN(Cc4ccc(Br)cc4)C3=O)[C@H]3C(=O)N(C)C(=O)[C@@H]23)cc1
    -10.5, 3.9, -1.5, 2.2, -15.4, -0.4, 7.9, -5.6, -1.9
O=C(CN(c1ccc(F)cc1)S(=O)(=O)c1ccc2c(c1)OCCO2)NCc1ccccn1
    5.8, 5.3, -2.5, -7.8, -1.5, -0.7, 1.2, -1.5, 10.9
COc1ccc(CCN2C(=O)NC(NS(=O)(=O)c3ccc(NC(C)=O)cc3)(C(F)(F)F)C2=O)cc1OC (stereo not drawn)
    -1.7, -8.5, -2.0, -2.5, -15.7, -0.6, -0.9, 9.6, 14.4
COc1ccc([C@H]2C[C@H](O)[C@@H](n3cc(COC(=O)c4ccccc4)nn3)CN2CC2CCCCC2)cc1
    -5.1, 3.5, -0.5, 6.6, -8.7, 8.2, -10.1, 14.6, 1.7
Cc1ccccc1NC(=S)NC(=O)c1cc(-c2ccccc2)nc2ccccc12
    13.2, -4.8, -3.0, -13.8, 5.1, 0.7, -29.2, 9.7, -0.9
O=C(NNC(=O)C1CC(c2cccs2)=NO1)Nc1ccccc1 (stereo not drawn)
    3.9, 7.0, -4.5, -1.1, 3.1, -0.2, 2.3, 19.8, 31.6
Cc1ccc(OC(=O)c2ccc3snnc3c2)cc1
    -1.7, 1.6, 1.0, -3.5, 4.1, 2.0, -2.2, -12.0, 12.7
COc1ccc2[nH]c(C)c(CCN(Cc3cccs3)C(=S)Nc3ccc(F)cc3)c2c1
    -1.8, 6.1, 0.7, -2.1, ., 38.0, -28.1, 17.1, .
Cc1ccccc1CC1(CO)CCCN(C(=O)c2cc(-c3ccccc3)no2)C1 (stereo not drawn)
    0.6, 0.8, -0.3, 1.2, 5.1, -0.5, -7.1, 12.2, 4.7
CCOC(=O)Cc1cc(-c2ccc(O)cc2)nc2ccc3ccccc3c12
    11.1, -4.0, -0.5, -7.3, 34.5, -1.6, 11.5, 14.0, 21.5
C#CCSc1nc2[nH]ncc2c(=O)[nH]1
    -6.0, 8.2, -2.3, 6.5, -26.9, 1.2, -11.0, 16.1, 1.0
CCN(CC(=O)Nc1ccc(NC(C)=O)cc1)C(=O)COc1ccccc1-c1ccccc1
    -2.7, 10.9, -5.1, 1.3, 6.8, 2.7, 15.8, 4.8, 0.4
O=C(c1ccccc1)N1CCc2ccccc21
    -10.7, 19.6, -5.5, -2.5, -5.4, -2.2, -15.3, 4.9, 1.1
O=C(Nc1cccc(O)c1)c1cccc(S(=O)(=O)N2CCCCCC2)c1
    4.5, 0.1, 0.1, -2.4, -16.1, -1.6, -1.4, -3.5, 11.5
CCc1nc2ccc(C(=O)NC3CCN(Cc4ccccc4)CC3)cn2c1N(C)Cc1ccc(N(C)C)cc1
    -3.4, -4.5, -3.3, -6.6, -17.9, ., ., 8.7, 3.1
Cc1ccc(N(CC(=O)NCc2ccccc2)C(=O)CCC(=O)Nc2nccs2)cc1
    -4.3, 3.8, 1.0, 3.2, 8.1, 2.5, -5.7, 12.1, 0.1
CNc1c(NS(=O)(=O)c2ccc(Cl)cc2)c(=O)oc2ccccc12
    -1.3, -1.2, 1.6, -0.1, 5.3, 0.0, -7.2, -5.0, 5.4
CCC(C)(C)n1nnnc1CN1CCC(O)(c2cccc(C(F)(F)F)c2)CC1
    -2.5, 2.6, 0.3, -5.0, -1.4, 2.5, -21.0, 11.1, 6.1
CCN1CCN(C(=O)CSCc2nc(-c3ccc(OC)c(OC)c3)oc2C)CC1
    5.2, 0.5, 1.0, 0.7, -16.4, -0.5, -2.4, 21.8, 0.2
COc1cccc(/C=N/n2c(COc3ccccc3)n[nH]c2=S)c1OC
    10.7, -8.9, -4.8, -6.1, -19.3, -2.8, 15.7, 7.3, 0.5
Oc1ccccc1N1CCN(c2ccc3ccccc3n2)CC1
    -0.3, -6.8, 2.4, 0.0, 6.8, 7.1, -26.3, 17.7, -1.2
CCOCCN1CCN(C(=O)CN2CCCC2=O)CC1
    2.3, -6.8, 3.0, -3.8, 7.5, -0.9, 10.3, 4.7, -1.9
Nc1[nH]c(C(=O)c2ccccc2)c(-c2cccc3ccccc23)c1C(=O)NCc1ccccc1
    3.5, 16.3, 2.5, -4.1, -11.6, ., ., 0.3, 6.0
Cc1cc(/C=N/NC(=O)c2ccccn2)c(C)n1-c1cccc([N+](=O)[O-])c1
    -3.1, 8.3, -7.3, -6.2, 4.9, 0.3, 24.0, 15.2, 12.9
CC1(C(=O)NCc2cccs2)Cc2c(-c3cccc(C(F)(F)F)c3)ccnc2O1 (stereo not drawn)
    5.8, -3.8, -0.1, -6.5, 10.2, ., ., 13.5, 0.3

Random excerpt: 3 records from the list.
Values run as follows: CHRM5 antagonist, CHRM4 PAM, CHRM5 agonist, M5 PAM, TAAR1 antagonist, CRFR2-BP ag, CRFBP-R2 block, M1 PAM parental, TAAR1 ag
O=C(Nc1cccc(O)c1)c1cccc(S(=O)(=O)N2CCCCCC2)c1
    4.5, 0.1, 0.1, -2.4, -16.1, -1.6, -1.4, -3.5, 11.5
O=C(c1ccccc1)N1CCc2ccccc21
    -10.7, 19.6, -5.5, -2.5, -5.4, -2.2, -15.3, 4.9, 1.1
CNc1c(NS(=O)(=O)c2ccc(Cl)cc2)c(=O)oc2ccccc12
    -1.3, -1.2, 1.6, -0.1, 5.3, 0.0, -7.2, -5.0, 5.4

Further results follow.
Values run as follows: CHRM5 antagonist, CHRM4 PAM, CHRM5 agonist, M5 PAM, TAAR1 antagonist, CRFR2-BP ag, CRFBP-R2 block, M1 PAM parental, TAAR1 ag
Cc1cnc(CNC(=O)c2ccc3oc(C(C)C)nc3c2)[nH]1
    5.4, -4.9, -7.7, -2.6, 0.6, 3.4, -22.0, -14.2, 0.6
C=CCNC(=O)/C(=C\c1ccc(Br)cc1)NC(=O)c1ccccc1OC
    6.7, -1.4, 0.0, -8.0, 2.0, -2.9, -0.4, 2.0, 2.0
CCOc1ncccc1C(=O)Nc1ccc(Cl)cc1
    -6.3, 4.5, -0.1, -1.4, -7.5, -0.2, 17.9, 8.4, 4.0
CC(C)CC(=O)NC(c1ccccc1Cl)c1c(O)ccc2ccccc12 (stereo not drawn)
    5.3, -1.2, -2.6, -4.8, 21.8, 0.1, 15.8, -1.2, 2.2
Cc1noc(C)c1S(=O)(=O)N(C)C[C@H]1OCc2cnnn2CCCC(=O)N([C@@H](C)CO)C[C@H]1C
    6.9, -1.3, -0.1, 2.2, -12.9, -1.3, 4.0, 23.0, 4.2
Cc1cccc(C)c1OC(=O)CSc1nnc(-c2ccccc2O)o1
    -8.5, 22.8, 8.7, 2.3, 14.0, 7.2, -24.8, 0.0, 1.3
COc1cc(NC(=O)COc2ccccc2[N+](=O)[O-])ccc1NC(=O)c1cccs1
    5.5, -3.2, 0.8, -0.1, -14.1, 0.6, 35.3, 15.7, 3.0
N#Cc1cnc2ncnn2c1-c1ccccc1
    -6.0, 2.1, -1.6, 6.3, 4.4, 1.7, -14.0, 8.6, 5.0
COc1ccc(C(=O)NCc2nnc(SCC(=O)Nc3cccc(OC)c3)o2)cc1
    16.7, 5.6, -2.4, -3.5, -8.2, 14.3, -14.7, 6.1, -0.4
COCCN1C(=O)c2oc3cc(C)c(C)cc3c(=O)c2C1c1cccc(O)c1 (stereo not drawn)
    9.7, -8.8, -2.0, -3.8, 3.1, -4.1, 2.0, 2.8, 5.8
O=C1C=C(NCc2ccncc2)CC(c2ccccc2)C1 (stereo not drawn)
    2.5, -1.1, -2.8, -6.2, -1.2, 0.7, -5.7, 3.7, 5.4
CC(C)OC(=O)c1c(NC(=O)C2CC=CCC2C(=O)O)sc2c1CCCCC2 (stereo not drawn)
    0.1, 2.1, -3.7, 4.1, -35.1, 1.3, -8.6, 11.2, -0.6
O=C(COc1ccc(Cl)cc1Br)Nc1ccncc1
    7.2, -8.3, 3.5, -12.6, 12.3, -0.7, -7.6, 2.9, 5.1
Cc1nc(C(=O)O)cc2c1[nH]c1ccccc12
    5.7, 10.1, 1.3, 1.1, 14.4, 1.7, -4.2, 17.8, 0.0
CC(=O)c1c(C)[nH]c(-c2ccccc2)nc1=S
    -17.8, -0.1, 2.4, 15.0, -17.1, 0.4, -3.7, 12.8, 6.4
COc1ccc(Cc2c(-c3ccc(C#N)cc3)nc3c4ccccc4ccn23)c(C)c1
    1.5, 5.2, 2.6, -8.6, -4.3, ., ., 8.1, -0.7
CCc1nc(NCc2ccc3c(c2)OCO3)c2oc3ccccc3c2n1
    6.9, -14.9, -9.5, -8.0, 9.9, 0.3, 15.4, 17.2, 1.5
Cc1cc(=O)[nH]c(NC(=O)Cc2ccccc2)n1
    -2.4, 3.0, -0.6, 1.7, -4.1, 0.2, 6.3, 7.8, 2.8

Source: PubChem BioAssay (several laboratories)
